Source: PubChem BioAssay
MITF primary = MITF inhibitors, primary screen, biochemical, AlphaScreen, human. Microphthalmia-associated transcription factor (Homo sapiens), O75030. AlphaScreen MITF homodimerization, bead proximity signal. inhibition, % at 2.6 µM. actives 0.91% (n = 650,000). AID 1259374, 2018; in the data active = inhibition above about 50%;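 note: 0% = vehicle wells with protein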
Target sequence (O75030 whole entry, looked up): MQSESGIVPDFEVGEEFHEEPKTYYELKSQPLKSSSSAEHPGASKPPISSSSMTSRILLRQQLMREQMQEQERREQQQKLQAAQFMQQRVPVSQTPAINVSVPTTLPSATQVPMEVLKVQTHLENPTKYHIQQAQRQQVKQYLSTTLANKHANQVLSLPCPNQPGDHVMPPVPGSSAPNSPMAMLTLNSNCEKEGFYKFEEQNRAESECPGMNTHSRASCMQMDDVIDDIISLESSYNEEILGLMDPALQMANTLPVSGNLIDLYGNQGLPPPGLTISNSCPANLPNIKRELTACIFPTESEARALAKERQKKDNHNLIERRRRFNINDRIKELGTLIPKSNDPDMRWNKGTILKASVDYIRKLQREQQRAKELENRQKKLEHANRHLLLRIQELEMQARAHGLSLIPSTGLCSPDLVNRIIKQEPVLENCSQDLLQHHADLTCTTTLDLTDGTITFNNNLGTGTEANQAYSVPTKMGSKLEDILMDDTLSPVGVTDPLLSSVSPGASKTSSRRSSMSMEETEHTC
TEAD-YAP inh = TEAD-YAP interaction inhibition, primary screen, TEAD-YAP interaction inhibitor project, luminescence, HEK-TIYL cells; TEAD-Gal4/YAP UAS-luciferase luminescence; inhibition, % at 9.12 µM; actives 1.4% (n = 640,000); AID 1259422, 2018; in the data active = inhibition above about 32%;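 note: 0% = median of test compound wells and 100% = reference inhibitor wells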
FBW7 activator = FBW7 E3 ligase activators, primary screen, biochemical, AlphaScreen, human. AlphaScreen FBW7–phospho-cyclin E peptide binding, activator screen. normalized activity (activation), % at 26.1 µM. actives 0.13% (n = 650,000). AID 1259310, 2017; in the data active = normalized activity above about 1.9%;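 note: purified mutant Fbw7 with reduced substrate affinity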
GPR151 ag = activators of human GPR151, primary screen, cell-based, PathHunter beta-arrestin, luminescence; PathHunter beta-arrestin GPR151 cells; actives 1% (n = 650,000); AID 1508602, 2020; activation, % at 11.2 µM; G-protein coupled receptor 151 (Homo sapiens), Q8TDV0; in the data active = activation above about 4.9%;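 note: 0% = median of compound wells and 100% = cells with positive control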
Target sequence (Q8TDV0 whole entry, looked up): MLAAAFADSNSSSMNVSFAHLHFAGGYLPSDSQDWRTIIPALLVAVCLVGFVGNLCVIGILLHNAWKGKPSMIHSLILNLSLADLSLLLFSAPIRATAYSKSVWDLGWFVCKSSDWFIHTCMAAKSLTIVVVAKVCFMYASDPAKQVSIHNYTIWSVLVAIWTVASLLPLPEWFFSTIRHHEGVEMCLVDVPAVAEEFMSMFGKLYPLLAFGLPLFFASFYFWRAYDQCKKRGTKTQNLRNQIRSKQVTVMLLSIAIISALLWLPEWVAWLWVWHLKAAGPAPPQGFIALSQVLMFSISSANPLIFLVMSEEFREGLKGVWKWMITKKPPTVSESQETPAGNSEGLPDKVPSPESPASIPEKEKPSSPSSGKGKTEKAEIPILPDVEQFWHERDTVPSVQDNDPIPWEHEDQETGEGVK
* = called active by the depositor.

SMILES	MITF primary	TEAD-YAP inh	FBW7 activator	GPR151 ag
COC(=O)C[C@H]1C2(C)CC34OC5(C)O[C@@]6([C@H](OC(C)=O)C(OC(C)=O)[C@]7(C)C(/C(=C(/O)C(C)C)C(=O)O[C@H]7c7ccoc7)[C@@]6(O5)[C@H](OC(C)=O)[C@@]3(O)C2OC(=O)C(C)C)[C@]14C (some centres undefined)	10.4	2.2	0.1	-0.4
O=C1CC(=O)Nc2cc(S(=O)(=O)Nc3cccc(Cl)c3)ccc2N1	3.5	2.0	0.4	-0.1
CC(Oc1ccccc1)C(=O)Nc1ccccc1Cl (centres undefined)	-5.8	2.9	0.1	2.4
CCN(CC)C(=O)[C@@H]1C[C@H](NC(C)C)CN1Cc1cccc(Cl)c1	0.7	4.1	0.1	-0.9
Cc1cc(CN2CCCC(CO)(Cc3cccc(Cl)c3)C2)n[nH]1 (centres undefined)	-1.8	0.2	-0.2	0.7
CC(C)(C)c1ccc(/C=N/NC(=S)NCCN2CCOCC2)cc1	4.6	5.5	0.0	0.7
O=S(=O)(c1cccc(-c2n[nH]c(=S)n2-c2ccccc2Cl)c1)N1CCOCC1	19.9	-11.6	0.3	-0.6
CCOC(=O)C(C(=O)Cc1ccccc1)c1ccccc1 (centres undefined)	-1.1	11.6	0.3	1.3
COc1ccc(CCC(=O)Nc2cc(N3CCCS3(=O)=O)ccc2OC)cc1	8.3	5.8	0.0	-0.1
O=C(Nc1ccc2c(c1)OCO2)C1CCCCN1S(=O)(=O)c1cccs1 (centres undefined)	-3.9	-3.1	0.1	0.4
Cc1cc(Nc2cccc(C)c2C)n2cnnc2n1	1.3	8.5	0.6	4.5
O=C(CSc1nc(=O)n(CC2CCCO2)c2c1CCC2)Nc1ccccc1 (centres undefined)	-12.1	-0.1	0.0	-0.2
Cn1nccc1CN1CCCC(c2nc(N3CCOCC3)ncc2-c2ccncc2)C1 (centres undefined)	9.8	-2.3	-0.1	0.3
COc1cc(C=C2C(=O)N(C)C(=O)N(C)C2=O)cc(C)c1O	17.2	-0.5	0.3	0.7
Cn1c2c(c(=O)n(C)c1=O)C(c1cc([N+](=O)[O-])ccc1O)C1C(=O)c3ccccc3C1=N2 (centres undefined)	4.2	4.0	0.1	-1.0
CCN(CCC(=O)Nc1ccc(OC)cc1)Cc1ccccc1	-3.2	-12.6	0.1	-2.1
COC(=O)c1ccc(CSc2nnc3n(N)cnn23)cc1	0.6	-7.2	0.0	-0.3
CCOC(=O)C1(CCOc2ccccc2)CCN(S(=O)(=O)c2c(C)noc2C)CC1	-3.7	-6.2	0.2	1.0
Cc1cccc(Oc2cc(Oc3cccc(C)c3)c3noc4c3c2C(=O)c2ccccc2-4)c1	7.3	8.8	-0.1	-0.3
COc1ccccc1NC(=O)c1ccc(SCC(=O)NCc2ccccc2Cl)c([N+](=O)[O-])c1	1.9	-6.1	0.4	-0.5
Cc1ccc(CNC(=O)c2ccc3c(c2)nc(C)n3-c2cccc(Cl)c2)cc1	11.9	-0.3	0.0	3.6
CCCC(C)C(=O)N1CCN(c2cccc(Cl)c2)CC1 (centres undefined)	4.3	6.8	0.2	0.8
CC(C)OC(=O)c1ccc(NC(=O)CSc2nc3ncccc3[nH]2)cc1	-5.2	-20.8	0.8	0.2
CN1CCN(C(=O)CSc2c3c(nc4ccccc24)CCC3)CC1	17.2	2.5	0.5	-0.5
Cc1ccc(-c2ccc(=O)n(CCC(=O)NCCc3ccccc3)n2)cc1	12.8	-12.1	-0.1	2.9
CC1=C(C#N)C(c2ccc(C)cc2)C2=C(CC(c3ccccc3)CC2=O)N1 (centres undefined)	1.8	32.3*	0.1	-0.8
CCS(=O)(=O)N1CCCc2ccc(NS(=O)(=O)CCc3ccccc3)cc21	-1.8	-9.2	0.0	-0.6
Cc1ccccc1SCC(=O)OCC(=O)NCc1ccccc1	-8.2	0.4	0.0	-1.5
O=C(NCCCNC1CCCCC1)C(Cl)Cl	6.3	-11.0	-0.2	-0.8
COc1cccc(CN(C(=O)c2ccc([N+](=O)[O-])cc2)C2CCS(=O)(=O)C2)c1 (centres undefined)	2.0	2.6	0.0	0.9
CCN(CC)S(=O)(=O)c1ccc2c(c1)nc(SCC(=O)/C(C#N)=C(\C)N)n2CC	13.8	5.8	0.1	-0.8
CC1CN(CC(=O)Nc2sc3c(c2C(N)=O)CCC3)CC(C)O1 (centres undefined)	-11.1	7.4	-0.1	1.3
C=CCOc1ccccc1/C=C1\SC(=S)NC1=O	7.4	-6.1	-0.2	1.5
Cc1nnc(C2CCCN(S(=O)(=O)Cc3cccc(F)c3)C2)s1 (centres undefined)	7.5	10.0	0.6	-0.1
O=C(Nc1ccc(C(=O)N2CCCC2)cc1)c1ccc(=O)[nH]c1	0.6	-0.5	-0.1	0.6
Cn1cc(-c2ccccc2C(N)=O)c(=O)c2cc(Cl)ccc21	-4.8	-3.4	-0.1	0.9
C/C(=N\OCc1ccccc1C#N)c1cc2ccccc2o1	0.2	-25.6	0.2	0.8
Cc1nnc(NC(=O)c2cc(Cl)cc(Cl)c2I)s1	-2.5	5.2	-0.1	-0.2
Cc1ccc(C(=O)N/C(=C\c2ccc(Cl)cc2)C(=O)NCc2ccco2)cc1	4.0	3.1	0.0	-0.9
COCC1CCCN1C(=O)c1cnc2scc(-c3ccc(OC)cc3)n2c1=O (centres undefined)	17.5	1.4	-0.2	0.0
Cc1cccc(NC(=O)C2C3C=CC4(O3)C2C(=O)N(CCN2CCOCC2)C4C(=O)NC2CCCC(C)C2C)c1 (centres undefined)	-4.6	0.8	-0.1	0.6
COc1ccc(NC(=O)C2CCN(c3cnccn3)CC2)cc1	-9.8	1.2	0.0	-0.8
Cn1c(=NC(=O)c2ccc(S(=O)(=O)N3CCc4ccccc43)cc2)sc2cc(Br)ccc21	9.4	-9.9	-0.1	-1.2
Cc1ccc(NC(=O)/C(=C/c2cccc([N+](=O)[O-])c2)NC(=O)c2cccs2)cc1F	18.9	-10.5	0.5	-1.7
c1coc(CNc2c(-c3ccco3)nc3cnccn23)c1	4.3	-15.4	-0.1	0.7
CCn1c(=NC(=O)c2cc(C)no2)sc2ccccc21	-2.0	-15.7	0.4	-0.6
COc1ccc(C(=O)Nc2nnc(SCC(N)=O)s2)c(OC)c1	9.3	-65.1	0.0	-0.9
COc1ccc(OC)c(C(=O)CC2(O)C(=O)Nc3ccccc32)c1 (centres undefined)	-0.4	-1.5	0.4	0.1
CCOC(=O)C1=C(C)N=c2s/c(=C\c3ccc(C(C)C)cc3)c(=O)n2C1c1ccc(OC)c(OC)c1 (centres undefined)	15.6	5.6	0.1	0.6
CCOC(=O)C1=C(C)NC2=C(C(=O)CC(C)(C)C2)C1c1ccc(N2CCOCC2)cc1 (centres undefined)	7.2	-2.2	0.1	-1.1
COc1cccc(-c2cc(C(F)(F)F)nc(N3CCCC3)n2)c1	18.7	-8.7	0.2	-0.4
COc1ccc(N2CCN(Cc3cc(OC)c(OC)c(OC)c3)CC2)cc1	16.0	2.7	-0.1	1.6
O=C1NC2(CCCC2)C(=O)N1CN1CCN(S(=O)(=O)/C=C/c2ccccc2)CC1	5.6	8.9	-0.1	1.4
O=C(CN1C(=O)NC2(CCN(Cc3ccccc3)CC2)C1=O)N1CCOCC1	6.3	1.4	0.1	0.8
CCOc1cccc(/C=C2\SC(N)=NC2=O)c1	-14.7	0.1	0.0	2.0
COc1ccc(Cl)cc1NC(=S)N(Cc1cccnc1)Cc1ccco1	-63.8	-7.3	0.2	1.6
Cc1cc(Cl)nc(Cl)c1S(=O)(=O)NC1CCCCC1	-3.6	2.7	-0.1	0.7
CN(C)c1nc(N)nc(Nc2ccccc2C#N)n1	-10.2	-1.5	0.1	-1.9
Cc1c(N=C2SCC(=O)N2/N=C/c2ccccc2Cl)c(=O)n(-c2ccccc2)n1C	8.3	14.3	0.6	-0.1
CCCOC(=O)c1ccc(NC(=O)CCN2C(=O)c3cccc([N+](=O)[O-])c3C2=O)cc1	12.4	4.5	0.8	0.9

Record cards, from the list above. Values in the order: MITF primary | TEAD-YAP inh | FBW7 activator | GPR151 ag
Entry for CCCOC(=O)c1ccc(NC(=O)CCN2C(=O)c3cccc([N+](=O)[O-])c3C2=O)cc1 → 12.4 | 4.5 | 0.8 | 0.9
Entry for Cc1nnc(NC(=O)c2cc(Cl)cc(Cl)c2I)s1 → -2.5 | 5.2 | -0.1 | -0.2
Entry for CN(C)c1nc(N)nc(Nc2ccccc2C#N)n1 → -10.2 | -1.5 | 0.1 | -1.9
Entry for Cc1cccc(Oc2cc(Oc3cccc(C)c3)c3noc4c3c2C(=O)c2ccccc2-4)c1 → 7.3 | 8.8 | -0.1 | -0.3

(list continues)
SMILES	MITF primary	TEAD-YAP inh	FBW7 activator	GPR151 ag
CC1(C)C2CCC1(CS(=O)(=O)N(Cc1ccccc1)Cc1ccccc1)C(=O)C2 (centres undefined)	-6.7	12.5	0.2	-1.0
CCOCCn1cnc2sc(C(=O)Nc3cc(C)on3)c(C)c2c1=O	4.0	-2.2	0.2	2.5
O=C(Nc1scc(-c2ccc(Br)cc2)c1C(=O)O)c1ccccc1I	-13.1	9.1	-0.1	-0.3
Cc1ccc(S(=O)(=O)C/N=C(/NC(=S)Nn2cnnc2)c2ccccc2)cc1	18.3	-3.9	0.4	-1.3
CCCn1c(=O)c(C(=O)NCCCO)c(O)c2ccccc21	-9.4	-1.5	-0.1	-0.1
COc1ccc(OC)c(CNCc2ccc3c(c2)OCO3)c1	36.9	-8.6	0.0	-1.0
CC(N=c1ccccn1C(=O)Nc1ccc(F)cc1)c1ccco1 (centres undefined)	4.1	1.7	-0.1	-1.3
Cn1ccnc1C(O)c1cccs1 (centres undefined)	12.7	4.5	0.2	-0.7
Cc1nc(N2CCCCC2)c2c(C)c(C(=O)Nc3cccc(Cl)c3)sc2n1	-0.6	-4.0	-0.1	0.1
CCn1c(C(N)c2ccc(Cl)cc2)nc2cc(F)c(-c3cn[nH]c3)cc21 (centres undefined)	3.8	-3.9	-0.1	0.7
CCCN1CCC(N(C(=O)c2c(F)cccc2F)C2CC2)CC1	3.2	2.8	-0.1	-2.0
CC(=O)NC1=NN(C(C)=O)C2(CCCCC2)S1	-3.4	-2.2	0.0	0.3
CC1=C(C(=O)OC2CCCCCCC2)C(c2ccccc2)NC(=O)N1 (centres undefined)	-6.3	-3.3	0.0	0.9
Cc1cc(S(=O)(=O)NC2CCCCC2)ccc1OCC(=O)Nc1ccc(C(N)=O)cc1	-2.8	0.5	-0.1	2.3
CC(C)(C)C1CCc2c(sc3[nH]c(=S)[nH]c(=S)c23)C1 (centres undefined)	15.5	0.0	0.4	-0.3
CCN(CC)c1ccc2cc(-c3nnc(Nc4ccc(OC)c(OC)c4)s3)c(=O)oc2c1	4.3	3.3	0.0	2.4
CCOC(=O)c1c(C)[nH]c(NC(=O)NCc2cccnc2)c1C	12.3	5.4	0.1	0.2
COCC(=O)N1CCCC(C(=O)Nc2cccc(-c3cc4ccccc4[nH]3)c2)C1 (centres undefined)	1.3	-10.3	0.0	1.3
CS(=O)(=O)n1c(=O)oc2cc([N+](=O)[O-])ccc21	23.9	-10.1	0.0	-0.7
COCCn1c(=NC(=O)C(C)(C)C)sc2ccccc21	-0.5	-7.0	0.3	-0.4
Cc1cc(C)c(CSc2nnc(N)s2)c(C)c1	6.7	-8.5	-0.2	2.6
COc1ccccc1C(=O)NC1(C(F)(F)F)N=C(c2ccccc2)NC1=O (centres undefined)	0.0	4.8	-0.1	-0.5
CCN(Cc1ccncc1)Cc1ccc2c(c1)CN(C(=O)C(C)N1CCOCC1)CCO2 (centres undefined)	5.6	5.3	-0.1	-1.0
CCC1=NN2C(=N)/C(=C/c3cc(Cl)ccc3OCCOc3ccc(C(C)CC)cc3)C(=O)N=C2S1 (centres undefined)	17.7	6.2	0.1	1.8
CCOc1ccccc1C(=O)Nc1n[nH]c2nc(C)cc(C)c12	8.2	7.0	0.4	-0.6
N/C(=N\OC(=O)COc1cc(Cl)c(Cl)cc1Cl)c1cccnc1	2.6	0.9	0.3	0.1
CC(C)(C)NS(=O)(=O)c1ccc(NC(=O)c2ccc(Br)o2)cc1	-1.9	-7.5	-0.1	0.2
CCCCC1CCC(C(=O)Nc2c3c(nn2-c2ccc(C)cc2C)CSC3)CC1 (centres undefined)	-17.2	2.8	0.4	-2.0
CC(=O)c1cccc(NC(=O)c2cc(-c3cccs3)on2)c1	5.3	6.9	0.1	-0.2
CC(C)(C)C(=O)Nc1cc(NC(=O)C(C)(C)C)cc(C(=O)Nc2ccccc2)c1	6.1	9.8	0.0	2.6
Cn1c(SCC(=O)OC2CCCCC2)nnc1-c1ccco1	-10.6	-1.9	0.1	0.2
O=C(O)c1nn2c(c1Cl)NC(c1cccs1)CC2C(F)(F)F (centres undefined)	0.5	12.3	-0.1	0.5
O=C(CN1CCOCC1)Nc1sc2c(c1C(=O)c1ccc(Cl)cc1)CCCC2	0.2	5.8	-0.1	-0.3

3 entries from above, arranged by formula weight, lowest first.
SMILES	MITF primary	TEAD-YAP inh	FBW7 activator	GPR151 ag
CCOc1ccccc1C(=O)Nc1n[nH]c2nc(C)cc(C)c12	8.2	7.0	0.4	-0.6
CCN(Cc1ccncc1)Cc1ccc2c(c1)CN(C(=O)C(C)N1CCOCC1)CCO2 (centres undefined)	5.6	5.3	-0.1	-1.0
CCC1=NN2C(=N)/C(=C/c3cc(Cl)ccc3OCCOc3ccc(C(C)CC)cc3)C(=O)N=C2S1 (centres undefined)	17.7	6.2	0.1	1.8
